# Screening data: PubChem BioAssay, ICCB-Longwood Screening Facility, Harvard Medical School
# PV pol inh: poliovirus RdRp elongation inhibitors, primary screen, biochemical, fluorescence polarization, total intensity. Genome polyprotein (Poliovirus type 1 (strain Mahoney)), P03300. poliovirus polymerase elongation; hits give low values. % elongation, % (compound at 16.7 µg/mL). 150,000 compounds, 0.66% hits. AID 588519, 2011; in the data active means % elongation below about 90%; further: some results filed as inactive read as strong as hits
# Target sequence (P03300 1749-2209 limits assumed): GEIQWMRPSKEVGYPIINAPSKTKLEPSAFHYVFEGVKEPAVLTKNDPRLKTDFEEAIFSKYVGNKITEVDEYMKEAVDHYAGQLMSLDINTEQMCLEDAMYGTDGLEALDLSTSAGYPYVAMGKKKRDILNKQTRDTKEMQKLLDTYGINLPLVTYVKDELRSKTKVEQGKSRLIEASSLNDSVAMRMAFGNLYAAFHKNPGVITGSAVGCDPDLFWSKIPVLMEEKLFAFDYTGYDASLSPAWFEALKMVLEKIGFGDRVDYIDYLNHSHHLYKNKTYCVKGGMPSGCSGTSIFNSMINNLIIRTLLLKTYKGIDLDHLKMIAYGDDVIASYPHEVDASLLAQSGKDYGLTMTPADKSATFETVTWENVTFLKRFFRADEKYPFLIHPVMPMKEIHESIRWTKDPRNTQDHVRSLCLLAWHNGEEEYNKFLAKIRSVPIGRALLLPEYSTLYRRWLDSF
# PV pol inh FP z-score: second read-out of PV pol inh, no call of its own (marks repeat the call); z-score; measured here: FP z-score; hits read low
# * marks the source's active call; other numbers are inactive results; & = joins results of further samples.
SMILES,PV pol inh,PV pol inh FP z-score
Cc1ccc(C)c(Cn2c(=O)n(CC3CCC(C(=O)N4CCOCC4)CC3)c(=O)c3sccc32)c1 (stereo unspecified),103,-0.8
O=C(Nc1ccc(F)cc1)c1ccc(-n2cnnc2)cc1,109,1.1
O=C(O)c1ccc(Br)c(C(=O)O)c1,102,0.1
CC(=O)NC12CC3CC(C)(C1)CC(NC(C)=O)(C3)C2,104,1.1
CC(=O)NC1CCCCc2sccc21 (stereo unspecified),107,0.5
Cc1ccn2cc(CSc3ccccc3N)nc2c1,105,1.3
O=C(CNS(=O)(=O)c1cccc(C(F)(F)F)c1)NC1CCCCCC1,108,0.7
CCOC(=O)c1c(C)n(-c2ccc(OC)cc2)c2ccc(OC(=O)COc3ccccc3)cc12,107,0.8
Cc1ccc(S(=O)(=O)c2cn(Cc3cccc(C)c3)c3cc4c(cc3c2=O)OCO4)cc1,97,-2.2
O=S(=O)(c1ccccc1)N1CCCC(c2nc(-c3cccs3)no2)C1 (stereo unspecified),103,0.5
Nc1nc(CN2CCCCC2)cs1,101,-0.4
Cc1ccc2onc(CNC(=O)N3CCc4ccccc43)c2c1,102,-0.1
CN(C)c1ccc(C2(O)C(=O)c3ccccc3C2=O)cc1,101,0
CCN1C(=O)N(CC)C2NC(=S)NNC21 (stereo unspecified),104,0.5
COc1cc(Cl)c(NS(=O)(=O)c2ccc3[nH]c(=O)ccc3c2)c(OC)c1,107,0
COc1ccc(CCNC(=O)c2ccc3c(c2)N(Cc2cc(C)ccc2C)C(=O)c2ccccc2S3=O)cc1OC (stereo unspecified),102,-0.4
CCn1c(CN(C)CCOc2ccc(OC)cc2)nc2cc(S(=O)(=O)N(C)C)ccc21,101,-0.1
COC(=O)c1ccc(Cn2c(=O)cc(C)c3c(C)nn(C)c32)cc1,102,-0.9
Cc1cccc(CCNC(=O)c2ccc3c(c2)nc2n3CCC(C)C2)c1 (stereo unspecified),110,0.3
O=C(O)CCCC(=O)Nc1ccccn1,105,0.1
Cc1ccc2nc(NC(=O)CSc3ncc(C(=O)Nc4ccc(F)cc4)c(=O)n3C)sc2c1,111,0.9
CC1=CCC2C(=O)N(CCc3c[nH]c4ccccc34)C(=O)C2C1 (stereo unspecified),100,0
CCc1nc2nc(C)cc(Nc3cc(Cl)ccc3OC)n2n1,101,-1.1
CC1(C)C(=O)Nc2ccccc2N1C(=O)COC(=O)c1cc(S(=O)(=O)N2CCOCC2)ccc1F,104,0.4
O=S(=O)(NN1CCOCC1)c1ccc(Br)cc1,103,0.8

# Given tab-delimited: part of the list above
Molecule	PV pol inh	PV pol inh FP z-score
Cc1ccc2nc(NC(=O)CSc3ncc(C(=O)Nc4ccc(F)cc4)c(=O)n3C)sc2c1	111	0.9
COC(=O)c1ccc(Cn2c(=O)cc(C)c3c(C)nn(C)c32)cc1	102	-0.9
O=S(=O)(NN1CCOCC1)c1ccc(Br)cc1	103	0.8
O=C(O)c1ccc(Br)c(C(=O)O)c1	102	0.1

# Next section.
SMILES,PV pol inh,PV pol inh FP z-score
CCc1ccc(NC(=O)c2cnn(-c3ccccc3)c2-n2cccc2)cc1,103,-0.6
CN(C(=O)c1ccco1)c1ccccc1C(=O)NCCc1ccccc1,105,1.4
COC(=O)c1ccccc1NC(=O)c1cc2ccccn2n1,100,-1.4
CN(C(=S)S)C1CCS(=O)(=O)C1 (stereo unspecified),101,-0.3
O=C(CSc1nc2ccccc2s1)Nc1ccncc1,99,-0.9
O=C(O)CC(CC(=O)Nc1ccccn1)c1ccccc1 (stereo unspecified),104,0.7
O=C(c1cccc(F)c1)N1CCOCC1,101,0.3
Cc1sc2ncn(CC(=O)Nc3ccccc3)c(=O)c2c1C,104,0.1
O=C(O)c1ccccc1S(=O)(=O)c1ccccc1C(=O)O,105,1.2
Cc1ccccc1NC(=O)NCCCN1CCCC1,102,-0.8
C=CCN1CCN(C(=O)c2csc(CCC)c2)CC1,101,-0.6
COC(=O)C(CC(=O)c1ccc(Br)cc1)n1nc(C)cc1C (stereo unspecified),104,1.2
CCOC(=O)c1ccc(N2C(=O)CC(N3CCN(Cc4ccccc4Cl)CC3)C2=O)cc1 (stereo unspecified),103,0.3
Clc1nc(NCCN2CCOCC2)nc(Nc2ccc3c(c2)OCO3)n1,101,-0.2
O=c1/c(=C/c2ccc(-c3ccc(F)cc3)o2)sc2nc3cc(Br)cnc3n12,105,0.5
CCOC(=O)/C(C#N)=C(\C)C1CCCCC1,97,-0.4
Cc1ccccc1-c1nc(CS(=O)(=O)CC(=O)N2CCN(c3ccccc3)CC2)c(C)o1,97,-1.1
Cc1ccc(N(CC(=O)Nc2ccc(C)c(F)c2)S(=O)(=O)c2c(C)n[nH]c2C)cc1,111,0.9
CCOc1ccc(CNC(=O)CCCn2c(=O)c3cccn3c3ccccc32)cc1,106,-0.1
CC(C)(C)C(=O)/C=c1\[nH]c(=O)/c(=C\c2cn(CCC#N)nc2-c2ccccc2)s1,107,0.5
O=C(Cc1csc(-c2ccccc2)n1)Nc1cccnc1,100,-0.7
CC(C#N)Sc1nn(-c2ccc(Cl)c(Cl)c2)c(=S)s1 (stereo unspecified),109,0.9
NC(=O)c1cc[n+](CC2=C(C(=O)[O-])N3C(=O)[C@@H](NC(=O)Cc4cccs4)[C@H]3SC2)cc1,101,0.8
Cn1c(=O)c2ccccc2n(CC(N)=O)c1=O,107,1.1
O=C(O)c1c(-n2cccc2)sc2c1CCCC2,104,0

# 4 entries already listed, sorted by formula weight, rising:
SMILES,PV pol inh,PV pol inh FP z-score
Cn1c(=O)c2ccccc2n(CC(N)=O)c1=O,107,1.1
CN(C(=O)c1ccco1)c1ccccc1C(=O)NCCc1ccccc1,105,1.4
CC(C)(C)C(=O)/C=c1\[nH]c(=O)/c(=C\c2cn(CCC#N)nc2-c2ccccc2)s1,107,0.5
Cc1ccccc1-c1nc(CS(=O)(=O)CC(=O)N2CCN(c3ccccc3)CC2)c(C)o1,97,-1.1

# The listing continues:
SMILES,PV pol inh,PV pol inh FP z-score
CC(C)CC(=O)N1CCN(C(=O)C2CC2)CC1,104,0.6
Cc1cc(Cl)c(Cl)cc1S(=O)(=O)n1cccn1,102,-0.1
CN(C)C(=O)CSc1nc2ccc(Cl)cc2[nH]1,100,-0.5
COc1ccccc1CNc1ncnc2c1c(-c1ccccc1)cn2-c1cccc(C)c1,103,-0.7
CNC(=O)COC(=O)c1nc(Cl)c(Cl)c(Cl)c1Cl,93,-1.4
N#Cc1ccccc1NC(=O)Nc1ccc(CN2CCOCC2)cc1,101,-0.8
COc1ccc(CNc2ncnc3c2cnn3-c2ccc(Cl)cc2)cc1,98,-1.7
COc1ccc2ccc(Oc3ncccn3)cc2c1,102,-0.2
Cc1cccc(-n2cc(-c3ccccc3)c3c(N4CCC(C)CC4)ncnc32)c1,109,0.4
CS(=O)(=O)Nn1cnc2ccccc2c1=O,102,0.8
CCS(=O)(=O)N1CC(=O)N(c2cccc(C)c2C)C(C)(C(=O)NC2CCCCCC2)C1 (stereo unspecified),107,0.2
COc1ccc(C(=O)N2CC(=O)Nc3ccccc32)cc1,102,0.4
O=c1c2ccccc2ncn1CCOc1ccc(CO)cc1,103,0.5
Cc1ccc(-n2c(=O)c3sc4ccccc4c3n(CC(=O)NC3CCCC3)c2=O)cc1C,102,-0.8
CCOC(=O)c1c(NC(=O)/C(C#N)=C/c2ccccc2)sc2c1CCC2,110,0.7
Cc1ccc(NC(=O)c2c(-n3c(C)cc(C=NO)c3C)sc3c2CCCC3)cc1,97,-0.9
CCc1ccc(CN2C(=O)c3ccccc3C2C(=O)NCCc2ccc(OC)c(OC)c2)cc1 (stereo unspecified),113,0.7
C(=C\c1ccccc1)/CSc1nc2ccccc2o1,103,0.4
COc1ccc(OC)c(S(=O)(=O)NCCc2csc(-c3cccc(F)c3)n2)c1,104,-0.5
O=S1(=O)CCN2C=CSC2=N1,102,0.1
Cc1ccc(-n2c(SCC(=O)c3cn(CCC#N)c4ccccc34)nnc2-c2ccccc2)cc1C,105,0.2
COc1cccc(Cn2c(=O)n(-c3cccc(Cl)c3)c(=O)c3c4c(sc32)CN(C(C)=O)CC4)c1,103,-0.5
CCN1CCN(c2ncc3c(n2)CCN(Cc2ccc(OC(C)C)cc2)C3)CC1,105,0
Cc1cccc(Oc2cc(C)nc3ccc(C)cc23)c1,108,0.6
CCS(=O)(=O)c1ncc(Cl)c(C(=O)Nc2ccc(S(=O)(=O)N(C)c3ccccc3)cc2)n1,119,0.3
SMILES,PV pol inh,PV pol inh FP z-score
COC(=O)c1[nH]c(CN2NS(=O)(=O)c3ccccc3C2=O)c(C(=O)OC)c1C,100,-0.5
COc1cccc(C2=NS(=O)(=O)N(C)C(C(=O)NCCN3CCOCC3)=C2)c1,102,0.1
CC(C)[C@H](NC(=O)c1ccco1)C(=O)NC1CC1,103,0.1
Cc1ccc(-c2nnc(Nc3cccc(Br)c3)c3ccccc23)cc1S(=O)(=O)NCC1CCCO1 (stereo unspecified),104,-0.3
CCNS(=O)(=O)c1ccc(C)cc1,104,0.7
O=C(O)c1[nH]c2ccccc2c1CNC1CCCC1,101,-0.5
Cc1ccc(CSc2cn(CC(=O)N3CCCCCC3)c3ccccc23)cc1,114,-0.1
O=C(CCn1c(=O)c2cccn2c2cccnc21)NC1CCCc2ccccc21 (stereo unspecified),100,-1
COc1ccc(NC(=O)Cn2ccn(-c3ccc(F)c(F)c3)c(=O)c2=O)cc1Cl,108,0.4
CCOc1ccc(N2CC(NC(=O)c3cccs3)CC2=O)cc1 (stereo unspecified),114,1.5
COc1ccc(-n2c(C)cc(C(=O)COC(=O)c3ccc(O)cc3O)c2C)cc1,106,0.5
Cc1ccc(N2CC(NC(=O)NCCCc3ccccc3)CC2=O)cc1 (stereo unspecified),97,-1.3
COc1cc(/C=C(\C#N)C(N)=O)cc(CSc2nc3ccccc3s2)c1O,102&101,0.3&0.2
O=C1NC(=O)C(Cc2ccccc2)C(=O)N1,102,0.6
O=C(OCc1ccccc1)N1CCOCCOCCOCC1,105,1.2
CCOC(=O)CN1C(=O)C(O)(CC(=O)c2cc(OC)ccc2OC)c2ccccc21 (stereo unspecified),103,-1.3
COC(=O)C1CCN(c2c(N)n(Cc3ccccc3)c(=O)[nH]c2=O)CC1,101,-0.2
CC1CN(CC(=O)Nc2ccc(C#N)cc2)CC(C)O1 (stereo unspecified),103,0
O=C(NC(=O)c1c(Cl)cccc1Cl)Nc1nc2cc(F)ccc2s1,107,0.3
CC1(C)CC2CC(C)(CN2C(=O)c2cccs2)C1 (stereo unspecified),100,-0.5
Cc1ccc(Oc2nc3c(c(=O)n(Cc4ccccc4Cl)c(=O)n3C)n2C)cc1C,109,-0.2
Cc1ccc(C)c(NC(=O)c2ccc(CN3CC(=O)N4CCCCC4C3=O)cc2)c1 (stereo unspecified),115,0.8
O=C(Nc1cccc(C(F)(F)F)c1)C1CC2CCCC(C1)C2=O (stereo unspecified),99,-0.1
Cc1ccc(C(=O)Nn2cnc3scc(-c4cccs4)c3c2=O)c(O)c1,106,0.3
COc1cc(NC(=O)CCc2c(C)nc3c4c(C)cc(C)nc4nn3c2C)cc(OC)c1,102,-0.8

# Grouped by structure: those above with a furan ring, fused or not (three)
SMILES,PV pol inh,PV pol inh FP z-score
CN(C(=O)c1ccco1)c1ccccc1C(=O)NCCc1ccccc1,105,1.4
O=c1/c(=C/c2ccc(-c3ccc(F)cc3)o2)sc2nc3cc(Br)cnc3n12,105,0.5
CC(C)[C@H](NC(=O)c1ccco1)C(=O)NC1CC1,103,0.1

# The list goes on:
SMILES,PV pol inh,PV pol inh FP z-score
Cc1cc(Br)cc2c(N=NC(N)=O)c(O)n(C)c12,100,-0.3
COc1ccc(N2CC(C(=O)Nc3ccc(NC(C)=O)cc3)CC2=O)cc1 (stereo unspecified),105,0.4
O=C(Cn1ncc2c([nH]c3ccccc32)c1=O)NCCCN1CCN(c2ccc(F)cc2)CC1,113,1.5
Cc1ccc(Cc2nc3ccccc3nc2SCC(=O)NCc2ccccc2Cl)cc1,114,1.8
NC(=O)NC(=O)CSC1CCCC1,105,0.3
COc1ccc(-c2c(C)oc3ccc(C)cc23)cc1,112,0.8
CCOc1ccccc1CN(CCc1ccc2c(c1)OCO2)Cc1ccccn1,103,0.5
Cc1cccc(-n2nnc(-c3nc(-c4cccs4)no3)c2N)c1C,118,0.3
COc1cc(NS(=O)(=O)c2ccc(NC(=O)C(C)Oc3ccc(Cl)cc3Cl)cc2)nc(OC)n1 (stereo unspecified),106,0.4
O=C(CCCCCn1c(=O)[nH]c2ccccc2c1=O)NCc1cccc(Cl)c1,105,-0.1
Cc1ccc(NC(=O)CCS(=O)(=O)c2cccc3nonc23)c(C)c1,100,-1.3
O=C(O)c1ccc(C2SCC(=O)N2Cc2ccccc2)cc1 (stereo unspecified),101,-0.2
Cc1nc2sccn2c(=O)c1S(=O)(=O)N1CCC2(CC1)OCCO2,99,-1.4
CC(NC(=O)COc1ccccc1)C1COc2ccccc2O1 (stereo unspecified),102,0.1
CC(C)(C)c1ccc(C(=O)Nc2cc(-c3ccccc3)nn2-c2ccccc2)cc1,111,0.8
COc1ccccc1CCC(=O)Nc1ccc2c(c1)OCCCO2,104,0
COc1ccc(C(=O)Nc2cccc(OCc3cc(=O)n4c5c(sc4n3)CCCC5)c2)cc1,104,-0.1
CCCc1cc2c(=O)c(-c3ccc4c(c3)OCO4)c(C)oc2cc1OC(C)=O,103,0.3
N#CCN(CC#N)C(=O)c1ccccc1,103,0.5
CCC(Nc1ccccc1)C(=O)N/N=C/c1cccs1 (stereo unspecified),103,0.3
COc1cccc(CC(Cc2nc3ccccc3[nH]2)c2nc3ccccc3[nH]2)c1 (stereo unspecified),112,1.1
Cc1c(CNC(C)C23CC4CC(CC(C4)C2)C3)c(C(=O)O)c(C)n1Cc1ccccc1 (stereo unspecified),103,-0.1
O=C1OC(c2cccc(F)c2)=N/C1=C\c1cccc2ccccc12,103,0.5

# A portion of the library, so the mix of outcomes need not match the whole.
